# pCIP destab = lowers stability of the mouse p/CIP coactivator protein. Q05BA5. decrease of EGFP signal, % at 10 µM. F442A p/CIP-EGFP cells, EGFP fluorescence, 16 h. 290,000 tested, 0.01% active;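 active = EGFP signal decrease of at least 30% at 10 µM or well 3 SD below plate mean, unless failing retest; inactive = the rest, including hits failing retest or dose response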; also: some compounds called inactive have numbers as strong as hits; many of its hits are not listed in these tables
# MEKK2mut PB1 HTS = signal of MEK5 binding to mutant human MEKK2 PB1 domain; bead flow cytometry, Alexa488-MEK5 binding to MEKK2 mutant; percent response, % at 10 µM; 290,000 tested, 0.35% active; AID 1530; in the data active = percent response above about 24%, passing the limit was not always enough; also: inactives centre near 1; some results filed as inactive read as strong as hits; reference of the scale not given here
# IDE cell inh = cellular human IDE inhibition; HEK cells, FAbetaB cleavage, fluorescence polarization; 320,000 tested, 0.41% active; inhibition, % at 5.59 µM; P14735;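 active = percent inhibition above the average of all tested compounds plus 3 SD, set per screening campaign, cut at about 16% in these data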;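 also: IDE supplied by intact live HEK cells; FP after avidin binding of uncleaved biotin substrate so inhibition keeps polarization high; 0% = DMSO wells and 100% = 60 µM reference IDE inhibitor Ii1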
# MEKK2wt PB1 HTS = raises or lowers MEK5 binding to wildtype human MEKK2 PB1 domain; bead flow cytometry, Alexa488-MEK5 binding to MEKK2 WT; actives lie on both sides; 290,000 tested, 1.1% active; binding response (% of control), % at 10 µM; Q9Y2U5; in the data active = binding response below about 67% or above about 130%
# MEKK3 PB1 HTS = raises or lowers MEK5 binding to the human MEKK3 PB1 domain | Q99759 | bead-based flow cytometry, Alexa488-MEK5 binding to MEKK3; actives lie on both sides; 0 = blocked by unlabeled MEK5, 100 = vehicle | 290,000 tested, 1.4% active | AID 1529 | binding response (% of control), % at 10 µM;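 active = binding response more than 3 SD above or below the average of its plate-row segment, actives on both sides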;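 also: Alexa488 bead fluorescence after subtracting the streptavidin-only scavenger bead signal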
# M18AAP inhibitor = blocks P. falciparum M18 aspartyl aminopeptidase | inhibition, % at 7.35 µM | AID 1822 | recombinant PfM18AAP, H-Glu-NHMec fluorogenic cleavage | 290,000 tested, 1.2% active;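 active = inhibition above the campaign mean inhibition over all tested compounds plus 3 SD, cut at about 28% in these data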;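 also: 0% = plate median of test compound wells and 100% = 2 mM ZnCl2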
# UBC9 SUMO inh = blocks human SUMOylation mediated by UBC9; inhibition, % at 35 µM; AID 2006; HTRF SUMOylation assay, SAE1/SAE2 + UBC9, in vitro; 290,000 tested, 0.36% active; in the data active = inhibition above about 50%, passing the limit was not always enough; also: strong numbers were not always called active
# NALP1 inh = blocks the NALP1 inflammasome reconstituted in yeast; S. cerevisiae NALP1/ASC/caspase-1 growth, X-gal OD620, 72 h; inhibition, % at 10 µM; 280,000 tested, 0.61% active; AID 2071; in the data active = inhibition mostly above about 24%, no sharp cut-off; inactive = mostly below about 32%; also: some compounds called inactive have numbers as strong as hits
# IDE cell activ = IDE (human) activation, cell-based | P14735 | HEK cells, FAbeta-B cleavage, fluorescence polarization; 0% vehicle, 100% cell-free pure enzyme wells | 340,000 tested, 0.073% active | activation, % at 5.96 µM;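 active = activation above the mean of all tested compounds plus 3 SD, set per screening campaign, cut at about 17% in these data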
# * hit, by the source's call; nt = not tested or not shown; [ ] = another dose, or the depositor's remark.
SMILES,pCIP destab,MEKK2mut PB1 HTS,IDE cell inh,MEKK2wt PB1 HTS,MEKK3 PB1 HTS,M18AAP inhibitor,UBC9 SUMO inh,NALP1 inh,IDE cell activ
C=CCNC(=O)NC(=O)COC(=O)COc1ccc(Br)cc1F,-0.4,1.0,-0.9,99.0,98.0,1.6,-17.4,3.8,6.3
COc1cccc(NC(=O)Cn2cnc3sc(C)c(S(=O)(=O)N4CCN(C)CC4)c3c2=O)c1,5.5,2.0,0.5,100.0,99.0,10.3,22.6,4.8,1.8
COc1ccc(N2CCN(C(=O)CNS(=O)(=O)c3ccc(Br)s3)CC2)cc1,23.3,4.0,5.5,99.0,102.0,1.6,5.5,-2.0,0.0
COc1ccc(-n2c(SCC(=O)N3CCCCC3C)nnc2-c2cccnc2)cc1 (stereo not given),-2.9,10.0,8.8,108.0,107.0,-5.5,3.9,27.3,-13.9
NC(=O)CSc1nc2c(c(=O)n1-c1ccccc1)C1(CCCCC1)Cc1ccccc1-2,-4.1,-1.0,8.2,95.0,102.0,0.5,-14.8,10.4,2.8
Cc1nn(C(C)C(=O)NC2CCCCCC2)c(=O)c2nn(-c3ccccc3)c(C)c12 (stereo not given),1.8,1.0,-0.3,103.0,101.0,0.8,13.8,9.7,0.7
Cc1cc(C)n(CCC(=O)N2CCc3ccccc32)n1,-11.7,9.0,0.6,104.0,104.0,-4.2,20.0,12.8,3.4
COc1ccc2oc(=O)c(C(=O)NCC3CCCO3)cc2c1 (stereo not given),-18.9,-7.0,12.2,94.0,82.0*[inhibitor],0.6,51.6*,30.2,3.5
O=C(CCN1CCN(CC(=O)Nc2ccccc2Cl)CC1)Nc1ccccc1F,-18.5,-15.0,3.1,96.0,94.0,2.2,15.2,17.4,5.1
CCC(NS(=O)(=O)c1ccc(C)cc1)C(=O)N1CCOCCOCCOCC1 (stereo not given),-4.9,5.0,7.4,101.0,101.0,-3.0,-4.8,-3.4,-0.4
CSc1cccc(NC(=O)C2CCCN(c3ncnc4c3nc3n4CCCCC3)C2)c1 (stereo not given),10.5,0.0,14.1,95.0,96.0,-2.9,-4.8,16.7,-17.3
CCN(CC)CCn1c(NC(=O)c2ccccc2O)nc2ccccc21,9.9,7.0,-8.2,115.0,105.0,-5.8,36.3,8.4,4.7
COc1cc(OC)cc(C(=O)NCCCN2CCOCC2)c1,-10.3,-5.0,1.0,105.0,90.0,-8.9,8.6,12.8,4.9
CCC(=O)Nc1sc(C(=O)N2CCCCC2)c(C)c1C#N,1.5,6.0,12.7,100.0,105.0,1.4,21.3,3.5,-4.5
Cc1cc(C)n2nc(S(=O)(=O)N(C)c3ccccc3)nc2n1,-11.3,-3.0,0.3,106.0,101.0,2.1,17.5,30.8,5.3
Cc1nc(N)c(Br)c(C)c1Br,-0.5,-4.0,-2.7,96.0,101.0,-16.1,11.4,-35.6,7.0
CCOC(=O)C1CCN(C(=O)c2ccc3c(c2)NC(=O)/C(=C\c2cccc(C)c2)S3)CC1,4.5,-8.0,8.4,95.0,98.0,-4.3,-22.7,42.1,3.9
COCCN1Cc2cccc(C(=O)Nc3ccc(S(=O)(=O)N4CCCCCC4)cc3)c2C1=O,-8.5,-11.0,-5.0,91.0,92.0,-6.7,10.1,21.1,-2.1
COc1c(C)cc(C(=O)C2CCCN(C(=O)/C=C/c3ccccn3)C2)cc1C (stereo not given),-2.6,-1.0,-1.3,99.0,100.0,-11.2,11.5,-1.5,4.5
CC(C(=O)NCCc1ccccc1)N1c2cccc3cccc(c23)S1(=O)=O (stereo not given),-6.9,1.0,1.6,103.0,99.0,-8.7,16.8,20.0,-6.7
COc1cc(OC)cc(C(=O)N2CCC(N3CCCCCC3)CC2)c1,-8.8,3.0,6.8,101.0,92.0,10.3,1.9,0.1,-0.7
O=C(Cn1cnc2cc([N+](=O)[O-])ccc2c1=O)Nc1ccccc1Cl,-2.2,-8.0,-5.1,93.0,90.0,4.3,9.5,0.2,4.9
COC(=O)c1ccc(CSc2n[nH]c(-c3ccccc3)n2)o1,9.8,-17.0,-6.2,87.0,89.0,-1.4,-3.5,4.3,1.4
COc1ccc(C(=O)C[n+]2cccc3cc(C)ccc32)cc1,-4.6,241.0*,-1.2,nt,97.0,12.9,4.8,nt,1.7
N=c1n(Cc2ccccc2)c2ccccc2n1Cc1ccccc1,-11.0,-2.0,0.2,106.0,95.0,0.9,-1.0,36.9,3.9
CC(C)c1ccc(N(CC(=O)NC2CCCCC2)C(=O)CNC(=O)c2ccco2)cc1,0.3,3.0,8.6,96.0,96.0,3.6,-9.4,17.6,-7.8
Cc1cnc(C)c(N2CCN(Cc3cn(C)nc3-c3cccc(Cl)c3)CC2)n1,-16.3,-3.0,2.6,97.0,105.0,6.0,15.9,12.1,0.2
COc1cc(C(O)c2nc3ccccc3s2)cc(OC)c1OC (stereo not given),-4.2,2.0,-1.3,112.0,111.0,-2.5,11.1,8.8,4.1
O=C(c1cccc(Cl)c1)N1CCN(C(=O)c2ccccc2F)CC1,2.5,9.0,0.2,111.0,111.0,-9.8,1.6,30.0,-3.1
CCOC(=O)CCc1c(C)c2ccc(OC3CCCCC3=O)cc2oc1=O (stereo not given),-0.5,11.0,2.7,111.0,108.0,-1.8,15.9,21.5,6.6
O=C(c1cn(-c2ccccc2)nc1-c1ccncc1)n1nnc2ccccc21,nt,-3.0,5.6,100.0,97.0,-8.4,nt,nt,6.0
CC(C)(C)OC(=O)NCc1ccc(CNC(=O)c2[nH]cnc2C(=O)N[C@@H](Cc2ccccc2)C(=O)OCc2ccccc2)cc1,9.4,-17.0,0.2,91.0,96.0,-2.4,-41.3,12.3,4.0
CC(C)(C)OC(=O)CNC(=O)c1[nH]cnc1C(=O)NCC(=O)OCc1ccccc1,-18.1,-5.0,-2.4,101.0,98.0,3.5,0.0,-7.8,6.6
CC1CCN(C(=O)CCC(=O)Nc2nnc(C3CCCCC3)s2)CC1,-13.7,-14.0,-0.1,91.0,85.0,2.4,-20.8,20.9,9.9
CC(C)CN(CC(C)C)C(=O)C12CCC(C)(C(=O)C1)C2(C)C (stereo not given),-6.8,2.0,6.9,104.0,103.0,6.8,-4.5,1.3,-3.8
O=C(CSc1cn(CCNC(=O)c2cccs2)c2ccccc12)NC1CCCCC1,-24.3,3.0,-4.8,97.0,94.0,4.1,4.0,25.7,2.1
COc1ccc(Oc2nnc(-c3ccc(C)cc3)c3ccccc23)cc1,2.6,5.0,-5.2,102.0,104.0,1.5,-1.9,3.0,-0.7
CCN(CC(=O)Nc1ccc(S(N)(=O)=O)cc1)S(=O)(=O)c1cc(C)ccc1OC,-7.8,0.0,0.4,108.0,101.0,-0.5,7.5,6.6,2.6
O=C(Nc1c2c(nn1-c1ccc(Cl)cc1)CS(=O)(=O)C2)c1ccc2c(c1)OCO2,3.3,6.0,-2.9,114.0,110.0,7.2,21.7,28.2,0.1
CN(C)S(=O)(=O)c1cccc(NC(=O)Cc2ccc(Cl)cc2)c1,1.8,-2.0,3.1,100.0,99.0,6.5,-4.0,26.9,5.8
COc1ccc(C2=NN(C(=S)Nc3ccccc3)C(c3ccccc3)C2)cc1 (stereo not given),-4.1,-2.0,7.7,94.0,104.0,0.1,-8.1,6.6,1.7
O=C(NS(=O)(=O)Oc1ccccc1F)OC[C@@H]1CCCN2CCCCC12 (stereo not given in full),-13.6,-4.0,0.7,98.0,102.0,-8.9,1.3,0.1,3.3
O=C(NCC(=O)N1CCN(c2ccccc2F)CC1)c1cccs1,-12.0,0.0,2.3,99.0,95.0,1.5,0.0,-3.5,3.3
COc1cc(NS(=O)(=O)c2ccc(OC)c(OC)c2)cc(OC)c1,-1.0,-4.0,3.1,96.0,95.0,0.6,-0.9,-1.1,5.9
COc1ccc(NC(=O)c2cc(S(=O)(=O)N3CCCCC3)ccc2N2CCCCC2)cn1,-4.3,-9.0,2.9,94.0,96.0,-12.1,2.6,-4.6,-0.2
COc1ccc(-c2cc(=O)oc3cc(OC(C)C(=O)NCc4ccccn4)ccc23)cc1 (stereo not given),7.6,4.0,-3.1,105.0,99.0,4.4,11.9,8.3,1.5
COc1cc(C(=O)Nc2ccc(NC(=O)C(C)C)nc2)cc(OC)c1OC,-14.5,3.0,1.4,108.0,103.0,nt,23.2,3.5,4.2
Cc1ccccc1N(CC(N)=O)S(C)(=O)=O,-4.8,-3.0,7.6,100.0,98.0,-2.9,11.8,42.6,2.7
COC(=O)c1sccc1NC(=O)Nc1ccccc1Cl,-2.9,0.0,nt,100.0,101.0,-1.9,4.0,-0.1,-0.8
Cc1ccc(NC(=O)CN2CCN(Cc3ccccc3)CC2)c(Br)c1,-6.1,0.0,-0.5,104.0,102.0,-0.8,2.0,17.6,0.0
CCc1nnc(NC(=O)Cc2sc(C)nc2-c2ccc(C)cc2)s1,8.5,4.0,-1.8,100.0,102.0,-7.7,6.3,17.9,1.5
CCOP(=O)(OCC)C(NC(=O)Nc1cccc(Cl)c1)c1ccccc1 (stereo not given),-4.5,-1.0,1.2,98.0,103.0,-4.6,-4.9,29.6,-3.1
Cc1cc(NC(=O)/C=C/c2ccccc2)c(C(C)C)cc1O,-16.3,0.0,5.0,97.0,100.0,3.1,9.8,3.9,2.6
CC(=O)c1ccccc1NS(=O)(=O)c1cccc2nonc12,16.6,5.0,3.8,99.0,99.0,-2.7,-3.3,7.1,1.8
COc1ccc2nc(NC(=O)CSc3nnc4n3C(C)(C)Cc3ccccc3-4)sc2c1,-7.3,2.0,-2.1,101.0,104.0,5.4,-6.3,-14.3,0.7
Cc1ccccc1-n1ncc(C(C)NS(=O)(=O)c2sccc2C)c1C (stereo not given),-12.2,5.0,4.7,111.0,110.0,-6.5,13.9,4.6,8.0
CCC(C)NC(=O)Cn1nc(Cc2ccncc2)c2ccccc2c1=O (stereo not given),-1.8,1.0,-1.4,108.0,104.0,-5.3,3.9,22.2,-1.1
CNC(C)C#Cc1ccc2sc3cc(OC)c(OC)cc3c(=O)c2c1 (stereo not given),nt,13.0,1.4,136.0*,110.0,nt,nt,nt,nt
CC(C)CNC1CS(=O)(=O)CC1O (stereo not given),-24.2,-21.0,0.6,82.0,89.0,-14.1,25.8,nt,6.0
O=C(Cc1ccc(Cl)cc1Cl)OCC(=O)N1CCN(C(=O)c2ccco2)CC1,-1.5,-16.0,-2.7,86.0,93.0,-2.0,17.6,13.8,2.8
O=C(/C=C/c1ccco1)N/C(=C\c1ccccc1)C(=O)NCCc1nc2ccccc2[nH]1,-23.5,-2.0,-3.6,100.0,98.0,-14.7,20.9,21.6,7.0
CCSc1nc2ccccc2n1C(=O)Oc1ccccc1,-4.4,-3.0,0.3,96.0,122.0,-10.1,22.2,5.4,0.0

# Ordered by value in M18AAP inhibitor (lowest first): some entries from above.
Structure,pCIP destab,MEKK2mut PB1 HTS,IDE cell inh,MEKK2wt PB1 HTS,MEKK3 PB1 HTS,M18AAP inhibitor,UBC9 SUMO inh,NALP1 inh,IDE cell activ
Cc1ccc(NC(=O)CN2CCN(Cc3ccccc3)CC2)c(Br)c1,-6.1,0.0,-0.5,104.0,102.0,-0.8,2.0,17.6,0.0
COc1ccc2oc(=O)c(C(=O)NCC3CCCO3)cc2c1 (stereo not given),-18.9,-7.0,12.2,94.0,82.0*[inhibitor],0.6,51.6*,30.2,3.5
Cc1cnc(C)c(N2CCN(Cc3cn(C)nc3-c3cccc(Cl)c3)CC2)n1,-16.3,-3.0,2.6,97.0,105.0,6.0,15.9,12.1,0.2

# High-throughput results as filed in PubChem.

# This is a subset (hit frequency here may not be typical).
